rCAG binder = binders of r(CAG) RNA repeats, primary screen, biochemical, fluorescence; AID 651821, 2012; r(CAG) RNA repeat, TO-PRO-1 dye displacement fluorescence; inhibition, % at 3 µM; 370,000 compounds, 1.3% hits;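 active means inhibition above the plate cutoff, the mean of all test compounds on that plate plus 3 SD, cut at about 35% in these data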;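 further: 0% = DMSO alone and 100% = 100 µM mitoxantrone as full dye displacement; higher means more dye released from RNA so lower well fluorescence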
GC-A act = GC-A stimulated cGMP production enhancers – HEK293 GC-A cells, cGMP TR-FRET, EC30 ANP, primary screen. activation, % at 10 µM. 370,000 compounds, 0.14% hits. 0% at EC30 ANP, 100% saturating ANP. Atrial natriuretic peptide receptor 1 (Homo sapiens), P16066. AID 1671463, 2021; in the data active means activation above about 40%
TCR-CD3 inh = inhibitors of human TCR-CD3 interaction, primary screen, biochemical, fluorescence, TAMRA-labeled TCR probe | T-cell receptor (TCR) | inhibition, % at 9.4 µM | 360,000 compounds, 0.37% hits | AID 651800, 2012; in the data active means inhibition above about 19%;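 further: recombinant mutant TCR 2C K166C tagged with TAMRA read by polarization; 0% = receptor in buffer alone and 100% = receptor with positive control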
UHRF1 binding = UHRF1 methylated DNA binding inhibitors, primary screen, counter-screen for MBD2 inhibitor project, biochemical, TR-FRET, human UHRF1, single concentration; E3 ubiquitin-protein ligase UHRF1 (Homo sapiens), Q96T88; UHRF1 binding to methylated oligo; inhibition, % at 4.4 µM; 370,000 compounds, 0.75% hits; AID 687016, 2013; in the data active means inhibition above about 21%;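 further: UHRF1 SRA domain binding a hemimethylated CpG hairpin DNA probe; 0% = median of test compound wells and 100% = reference inhibitor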
SIAE primary = human SIAE inhibitors, primary screen, biochemical, fluorescence polarization, FP-Rh probe, 1536-well HTS; Sialate O-acetylesterase (Homo sapiens), Q9HAT2; SIAE FP-Rh probe binding; inhibition, % at 9.66 µM; 370,000 compounds, 0.69% hits; AID 1053197, 2014;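 active means inhibition above a cutoff: mean of compounds within the control limits plus 3 SD of those, cut at about 17% in these data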;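 further: 0% = plate median of compound wells and 100% = probe without SIAE protein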
Target sequence (Q9HAT2 whole entry, looked up): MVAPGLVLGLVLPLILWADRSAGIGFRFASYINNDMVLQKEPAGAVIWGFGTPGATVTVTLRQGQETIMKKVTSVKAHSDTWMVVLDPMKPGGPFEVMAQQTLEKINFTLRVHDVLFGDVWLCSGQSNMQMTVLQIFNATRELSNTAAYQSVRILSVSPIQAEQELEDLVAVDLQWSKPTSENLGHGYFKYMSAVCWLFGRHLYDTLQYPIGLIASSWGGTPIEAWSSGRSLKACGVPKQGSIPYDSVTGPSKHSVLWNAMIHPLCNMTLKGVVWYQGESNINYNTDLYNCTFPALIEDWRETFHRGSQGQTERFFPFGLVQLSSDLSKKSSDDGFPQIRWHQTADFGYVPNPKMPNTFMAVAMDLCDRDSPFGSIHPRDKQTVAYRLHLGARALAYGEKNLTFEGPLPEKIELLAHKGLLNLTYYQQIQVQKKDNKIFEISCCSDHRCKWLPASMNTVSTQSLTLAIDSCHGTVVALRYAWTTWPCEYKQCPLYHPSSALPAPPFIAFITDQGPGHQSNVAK
PRMT1 FP inh = PRMT1 methyltransferase inhibitors, primary screen, biochemical, fluorescence polarization; Protein arginine N-methyltransferase 1 (Homo sapiens), Q99873; recombinant PRMT1, activity-based probe fluorescence polarization; inhibition, % at 2.79 µM; 370,000 compounds, 1.3% hits; AID 652257, 2013;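 active means inhibition above about 21% made by adding two undisclosed values, limit read from the data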
mABHD4 FP = ABHD4 inhibitors, primary screen, biochemical, fluorescence polarization, mouse | (Lyso)-N-acylphosphatidylethanolamine lipase (Mus musculus), Q8VD66 | purified mABHD4, FP-Rh probe fluorescence polarization | inhibition, % at 8.92 µM | 370,000 compounds, 0.54% hits;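 active means inhibition exceeding the mean over every tested compound plus 3 SD, cut at about 30% in these data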;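 further: 0% = plate median of compound wells and 100% = S159A mutant with DMSO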
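system = mouse ABHD4 enzyme, wild type | medium = HEPES pH 7.0, NaCl, Pluronic buffer | also added = FP-Rh probe | incubation = Enzyme–compound pre-incubation 45 min, then probe 60 min, both 25 °C | technique = fluorescence polarization, excitation 525 nm, emission 598 nm, BODIPY TMR filters | controls = S159A mutant high control, sample median low control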
MBD2 DNA inh = inhibitors of MBD2 binding to methylated DNA, primary screen, biochemical, TR-FRET, DNA-binding domain, human | MBD2 binding to methylated oligonucleotide | inhibition, % at 4.4 µM | 370,000 compounds, 0.31% hits; in the data active means inhibition above about 13%
Target sequence (Q9UBB5 whole entry, looked up, the tested form may be a part): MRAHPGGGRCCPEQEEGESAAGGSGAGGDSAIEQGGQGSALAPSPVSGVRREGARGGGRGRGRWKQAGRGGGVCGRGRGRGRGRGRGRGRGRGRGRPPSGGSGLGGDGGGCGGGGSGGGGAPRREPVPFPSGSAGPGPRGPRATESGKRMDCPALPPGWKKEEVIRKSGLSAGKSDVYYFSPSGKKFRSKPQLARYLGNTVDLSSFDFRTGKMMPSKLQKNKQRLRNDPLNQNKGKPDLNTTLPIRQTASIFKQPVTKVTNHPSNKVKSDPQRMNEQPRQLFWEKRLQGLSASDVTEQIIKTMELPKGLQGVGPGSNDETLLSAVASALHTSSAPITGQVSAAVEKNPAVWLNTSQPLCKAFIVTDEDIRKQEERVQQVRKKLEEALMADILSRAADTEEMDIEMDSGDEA
HTRA1 inhibitor = HTRA1 serine protease inhibitors, primary screen, biochemical, fluorescence polarization, HTS | recombinant HTRA1, FP-rhodamine activity-based probe | 340,000 compounds, 0.5% hits | inhibition, % at 5.96 µM | Q92743 | AID 504803, 2011; in the data active means inhibition above about 36%;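 further: 0% = enzyme with DMSO and 100% = wells lacking enzyme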
NPR2 activator = human GC-B receptor activators, primary screen, HEK293 GC-B cells, cGMP TR-FRET, EC30 CNP; AID 1920062, 2024; activation, % at 10 µM; Atrial natriuretic peptide receptor 2 (Homo sapiens), P20594; 0% at EC30 CNP, 100% saturating CNP; 370,000 compounds, 0.11% hits;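 active means activation at 10 µM reaching about 35% in either raw or pattern-adjusted values, limit read from the data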
Numbers without * were called inactive; nt = not tested or not shown.

Keys – A = rCAG binder; B = GC-A act; C = TCR-CD3 inh; D = UHRF1 binding; E = SIAE primary; F = PRMT1 FP inh; G = mABHD4 FP; H = MBD2 DNA inh; I = HTRA1 inhibitor; J = NPR2 activator
COc1ccc(S(=O)(=O)N2Cc3ccccc3CC2C(=O)O)cc1 (stereo not given)
  A = 7.6 | B = 1.6 | C = 4.3 | D = -6.3 | E = 12.0 | F = -4.2 | G = -45.2 | H = -2.9 | I = -3.2 | J = 1.3

O=C(CCC(=O)N1CCN(c2ccccc2F)CC1)c1ccc(Cl)s1
  A = 3.2 | B = 1.6 | C = 3.0 | D = 2.2 | E = 5.5 | F = 0.1 | G = 2.0 | H = -5.9 | I = -0.1 | J = 3.6

CC(/C=N/NC(=O)C(O)c1ccccc1)=C\c1ccccc1 (stereo not given)
  A = -2.7 | B = -11.5 | C = 4.4 | D = -1.8 | E = 1.8 | F = 2.0 | G = 5.5 | H = 0.5 | I = -3.1 | J = -1.9

Nn1c(=O)[nH]c2c([nH]c3ccccc32)c1=O
  A = 1.3 | B = nt | C = -9.0 | D = -4.6 | E = 10.9 | F = -5.2 | G = -2.9 | H = -12.0 | I = -3.1 | J = nt

CCOc1ccc(S(=O)(=O)N2Cc3ccccc3CC2C(=O)O)cc1 (stereo not given)
  A = 2.7 | B = 1.4 | C = -0.4 | D = -7.0 | E = -0.8 | F = 1.6 | G = 8.6 | H = -1.2 | I = 6.0 | J = 2.0

CC(Sc1nc(N)cc(N)n1)C(=O)Nc1ccc(N2CCOCC2)cc1 (stereo not given)
  A = 7.0 | B = -2.1 | C = 4.3 | D = -2.6 | E = 0.3 | F = -2.0 | G = 11.1 | H = -6.2 | I = 10.2 | J = -2.7

CCN(CC)CC(=O)Nc1cccc(S(=O)(=O)N2CCCC2)c1
  A = 5.0 | B = -12.8 | C = -7.1 | D = 1.3 | E = 5.2 | F = 0.7 | G = -2.4 | H = -5.3 | I = 0.4 | J = 6.3

CC(=O)CC[C@H]1CC[C@]2(CCCN(C(=O)C3CCCCC3)C2)O1
  A = 0.9 | B = 2.2 | C = nt | D = -1.3 | E = 1.7 | F = 1.6 | G = -1.1 | H = 0.9 | I = nt | J = 3.9

O=C(NCCc1ccccn1)c1cc(-c2ccc(Cl)cc2)nc2ccccc12
  A = 0.7 | B = 8.5 | C = -6.8 | D = 1.6 | E = -9.4 | F = 3.8 | G = -7.0 | H = 0.8 | I = -17.6 | J = 1.3

O=C(O)CCC(=O)N1CCOc2ccc(Cl)cc21
  A = 0.0 | B = 0.4 | C = 9.2 | D = -0.2 | E = 0.8 | F = -2.8 | G = -0.7 | H = -0.6 | I = 0.2 | J = 0.3

C=CCN1C(=O)[C@@H](CC(=O)N2CCCC2)[C@]2(C(=O)OC)CCCCC=C12
  A = -0.3 | B = 2.5 | C = nt | D = -0.6 | E = -7.6 | F = -2.8 | G = -7.5 | H = -0.1 | I = nt | J = -1.9

Cc1cc(NC(=O)c2cc3nc(C4CC4)cc(C(F)(F)F)n3n2)no1
  A = 1.4 | B = 2.3 | C = -1.9 | D = 0.1 | E = 4.6 | F = -4.1 | G = 1.1 | H = -4.4 | I = -6.7 | J = -1.8

CCC(C)[C@H](NC(=O)NCc1cccc(OC)c1)C(=O)O (stereo not given in full)
  A = -0.9 | B = 1.6 | C = 2.9 | D = -5.0 | E = -3.1 | F = -6.6 | G = 4.8 | H = 1.6 | I = 1.9 | J = 1.7

CCOC(=O)[C@H]1[C@H]2COc3ccc(Cl)cc3[C@@H]2N2C(=O)c3cc(F)c(F)cc3NC(=O)[C@@]12C
  A = 1.6 | B = 0.1 | C = 4.6 | D = -0.2 | E = -11.9 | F = 2.5 | G = -16.3 | H = 5.2 | I = -33.4 | J = 0.3

c1ccc(CC(Cc2ccccc2)c2ccccn2)cc1
  A = 0.6 | B = -1.3 | C = -2.5 | D = -1.8 | E = 5.1 | F = -5.8 | G = -7.3 | H = 1.8 | I = -4.5 | J = -6.4

Cc1cccc2nc(Cn3c(=O)n(CCC(=O)NCc4ccco4)c(=O)c4sccc43)cc(=O)n12
  A = 1.2 | B = -1.7 | C = 2.2 | D = 10.7 | E = 8.6 | F = -1.1 | G = -9.8 | H = 6.8 | I = 4.8 | J = -5.1

Cc1cccc(OCc2nnc(SCC(=O)N3CCN(c4ccccc4)CC3)o2)c1C
  A = -2.8 | B = -4.4 | C = 11.5 | D = -1.3 | E = 3.4 | F = 1.4 | G = 3.1 | H = 1.8 | I = 1.0 | J = -9.7

CC(C)c1cc(C(F)(F)F)nc(NNc2nc(C(C)C)cc(C(F)(F)F)n2)n1
  A = -1.6 | B = 8.5 | C = -3.2 | D = -0.2 | E = 1.3 | F = 2.7 | G = -1.3 | H = 4.0 | I = 3.9 | J = -5.1

COc1ccc(Nc2oc(COc3ccccc3F)nc2C#N)cc1
  A = 21.3 | B = 0.8 | C = -7.5 | D = -3.5 | E = 5.2 | F = 3.0 | G = -7.4 | H = 4.9 | I = -4.8 | J = -4.9

CN(C)Cc1cn(CC[C@@H]2CC[C@@H](NC(=O)Nc3ccccc3F)[C@@H](CO)O2)nn1
  A = 1.3 | B = 2.0 | C = 2.4 | D = 1.9 | E = 0.2 | F = -1.1 | G = 4.4 | H = -6.0 | I = nt | J = 0.8

C[C@@H](O)CNC(=O)c1[nH]cnc1C(=O)Nc1cccc(Cl)c1
  A = 1.2 | B = -23.9 | C = -7.8 | D = -0.9 | E = -3.8 | F = 1.5 | G = 4.3 | H = 2.6 | I = -5.1 | J = -11.4

CN(C)c1cc(NC(=O)CNC(C)(C)CC(C)(C)C)c2ccccc2n1
  A = -4.2 | B = 11.7 | C = 2.4 | D = 6.0 | E = 1.9 | F = -1.3 | G = 13.1 | H = -1.4 | I = -6.1 | J = 4.8

C[C@@H]1CN([C@@H](C)CO)C(=O)c2cc(Br)cnc2O[C@H]1CN(C)C(=O)Nc1ccc(F)cc1
  A = 1.6 | B = -1.7 | C = -2.2 | D = 1.1 | E = 1.4 | F = -3.3 | G = -2.7 | H = 3.4 | I = 5.6 | J = -8.5

CCSCCCn1[nH]c2ccccc2c1=O
  A = 3.6 | B = -1.2 | C = 0.4 | D = -2.5 | E = 10.9 | F = -1.6 | G = 2.1 | H = -2.2 | I = 3.0 | J = -0.3

An excerpt from above, reduced to SIAE primary.
smiles	SIAE primary
CCSCCCn1[nH]c2ccccc2c1=O	10.9
COc1ccc(Nc2oc(COc3ccccc3F)nc2C#N)cc1	5.2

Sorted by count of non-hydrogen atoms (highest first): some entries from above
Keys – A = rCAG binder; B = GC-A act; C = TCR-CD3 inh; D = UHRF1 binding; E = SIAE primary; F = PRMT1 FP inh; G = mABHD4 FP; H = MBD2 DNA inh; I = HTRA1 inhibitor; J = NPR2 activator
Cc1cccc2nc(Cn3c(=O)n(CCC(=O)NCc4ccco4)c(=O)c4sccc43)cc(=O)n12
  A = 1.2 | B = -1.7 | C = 2.2 | D = 10.7 | E = 8.6 | F = -1.1 | G = -9.8 | H = 6.8 | I = 4.8 | J = -5.1

CCOC(=O)[C@H]1[C@H]2COc3ccc(Cl)cc3[C@@H]2N2C(=O)c3cc(F)c(F)cc3NC(=O)[C@@]12C
  A = 1.6 | B = 0.1 | C = 4.6 | D = -0.2 | E = -11.9 | F = 2.5 | G = -16.3 | H = 5.2 | I = -33.4 | J = 0.3

C[C@@H]1CN([C@@H](C)CO)C(=O)c2cc(Br)cnc2O[C@H]1CN(C)C(=O)Nc1ccc(F)cc1
  A = 1.6 | B = -1.7 | C = -2.2 | D = 1.1 | E = 1.4 | F = -3.3 | G = -2.7 | H = 3.4 | I = 5.6 | J = -8.5

CN(C)Cc1cn(CC[C@@H]2CC[C@@H](NC(=O)Nc3ccccc3F)[C@@H](CO)O2)nn1
  A = 1.3 | B = 2.0 | C = 2.4 | D = 1.9 | E = 0.2 | F = -1.1 | G = 4.4 | H = -6.0 | I = nt | J = 0.8

CC(C)c1cc(C(F)(F)F)nc(NNc2nc(C(C)C)cc(C(F)(F)F)n2)n1
  A = -1.6 | B = 8.5 | C = -3.2 | D = -0.2 | E = 1.3 | F = 2.7 | G = -1.3 | H = 4.0 | I = 3.9 | J = -5.1

CN(C)c1cc(NC(=O)CNC(C)(C)CC(C)(C)C)c2ccccc2n1
  A = -4.2 | B = 11.7 | C = 2.4 | D = 6.0 | E = 1.9 | F = -1.3 | G = 13.1 | H = -1.4 | I = -6.1 | J = 4.8

O=C(CCC(=O)N1CCN(c2ccccc2F)CC1)c1ccc(Cl)s1
  A = 3.2 | B = 1.6 | C = 3.0 | D = 2.2 | E = 5.5 | F = 0.1 | G = 2.0 | H = -5.9 | I = -0.1 | J = 3.6

CC(=O)CC[C@H]1CC[C@]2(CCCN(C(=O)C3CCCCC3)C2)O1
  A = 0.9 | B = 2.2 | C = nt | D = -1.3 | E = 1.7 | F = 1.6 | G = -1.1 | H = 0.9 | I = nt | J = 3.9

CC(/C=N/NC(=O)C(O)c1ccccc1)=C\c1ccccc1 (stereo not given)
  A = -2.7 | B = -11.5 | C = 4.4 | D = -1.8 | E = 1.8 | F = 2.0 | G = 5.5 | H = 0.5 | I = -3.1 | J = -1.9

c1ccc(CC(Cc2ccccc2)c2ccccn2)cc1
  A = 0.6 | B = -1.3 | C = -2.5 | D = -1.8 | E = 5.1 | F = -5.8 | G = -7.3 | H = 1.8 | I = -4.5 | J = -6.4

Nn1c(=O)[nH]c2c([nH]c3ccccc32)c1=O
  A = 1.3 | B = nt | C = -9.0 | D = -4.6 | E = 10.9 | F = -5.2 | G = -2.9 | H = -12.0 | I = -3.1 | J = nt

The list is partial (hit frequency here may not be typical).
